Source: PubChem BioAssay
P. falciparum M17LAP = P. falciparum M17LAP inhibitors, primary screen, biochemical, fluorogenic H-Leu-NHMec substrate, 1536-well (AID 1619); 220,000 tested, 0.38% active; one-dose inhibition, % at 30 µM; IC50 in µM for titrated hits; recombinant M17LAP, H-Leu-NHMec fluorogenic kinetic assay; higher % means a stronger effect;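 active = compound inhibiting the enzyme by more than half at any dose during confirmatory dose-response retesting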;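 note: plate controls were full reaction with DMSO carrier for no effect and no enzyme background for full effect; strong numbers were not always called active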
MT stabilize HCS = microtubule stabilizers in HeLa cells; HeLa tubulin immunostaining HCS, 24 h; share of cells brighter than vehicle mean+2SD; % tubulin-high responders, % at 10 µM; 200,000 tested, 0.83% active;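 active = plate Z-score above 3 for both tubulin-high and condensed-nucleus cell shares, with cell loss under 80%, at 10 µM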;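 note: anti alpha tubulin signal scored within the nucleus-defined area of each cell; some results filed as inactive read as strong as hits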
Ins promoter up = MIN6 insulin promoter up-regulation. MIN6 insulin promoter-GFP reporter, high-content imaging; active compounds read high. z-score at 5 µM. 190,000 tested, 0.3% active. AID 1625;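 active = z-score above 3 at 5 µM with at least 500 cells counted in the well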
NOD2 inhibition = inhibition of NOD2-driven NF-kB reporter – cell-based, luminescence, uHTS, HEK293 (AID 1566). HEK293 NOD2/NF-kB luciferase reporter, luminescence; higher % means a stronger effect. one-dose inhibition, % at 4 µM; EC50 in µM for titrated hits. 290,000 tested, 0.63% active; in the data active = inhibition above about 50%; note: many of its hits are not listed in these tables
Yfh1-depleted yeast = mitochondrial function rescue without frataxin homolog – Friedreich's ataxia, plus single-dose screen, dose response (AID 1465) | S. cerevisiae Yfh1-off respiration, WST-1 reduction, 72 h; higher fold induction means a stronger effect | fold induction at 50 µM, or EC50 in µM where a hit was titrated | 220,000 tested, 0.074% active;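 active = fold induction of absorbance versus untreated yeast above a set limit, then at least 30% activation at any dose in follow-up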;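 note: activators that raise dye reduction in frataxin-depleted yeast; strong numbers were not always called active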
b-catenin transl = beta-catenin nuclear translocation modulation; AID 1665; HeLa beta-catenin nuclear translocation, immunofluorescence imaging; 190,000 tested, 0.3% active; nuclear translocation activity, % at 5 µM;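 active = nuclear translocation activity above 50% at 5 µM, with a well cell count of 50 or more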;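 note: per-cell ratio of nuclear to cytoplasmic median beta-catenin stain intensity; plate controls were DMSO negative control for no effect and GSK-3 inhibitor IX positive control for full effect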
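Test system: human HeLa cell line; Doses: 5 µM primary, 0.02–20 µM confirmation; Incubation: 24 h compound exposure, 37°C; Detection: beta-catenin immunofluorescence imaging with DAPI; Read-out: beta-catenin nuclear/cytoplasmic ratio, % activation.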
Dynein cargo inh = dynein cargo transport inhibition | 3617.4 mouse cells, GR-EGFP nuclear translocation imaging; test concentration mostly 20 µM; stimulated with dexamethasone, 1 µM; active compounds read low | z-score, hits read low | 220,000 tested, 0.47% active | AID 1381;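 active = plate z-score of nuclear minus cytoplasmic receptor signal below a set negative limit, without overly bright fluorescence or cell loss, cut at about -3.5 in these data, passing the limit was not always enough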;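 note: z-score of nuclear minus cytoplasmic ring GR-EGFP intensity difference per well; some compounds called inactive have numbers as strong as hits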
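Also added: dexamethasone, 1.0 µM final. Medium: tet-free, stripped-serum medium. Detection: fixed, Hoechst-stained cells imaged at 10x for EGFP. Read-out: nuclear-to-cytoplasmic GR-EGFP distribution per well. Times: induction 48 h, compound 1 h, agonist 30 min.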
NOD1 NF-kB reporter = inhibition of NOD1-driven NF-kB reporter – cell-based, luminescence, uHTS, primary screen (AID 1578) | NOD1-driven NF-kB luciferase reporter cells, luminescence; higher % means a stronger effect | inhibition, % at 4 µM, or EC50 in µM where a hit was titrated | 290,000 tested, 1% active; in the data active = inhibition mostly above about 36%, no sharp cut-off; inactive = mostly below about 34%;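 note: HEK-293T reporter cells stimulated with the NOD1 agonist gamma-tri-DAP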
Autophagy mod = autophagy modulation, high-content screen. calls only at 10 µM (by protocol). MEF GFP-LC3 puncta imaging; test concentration mostly 10 µM. 190,000 tested, 0.98% active;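 active = percentage of spot-positive cells more than 3 SD above its plate mean, without a fluorescence outlier flag or 80% toxicity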;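 note: spot-positive cell cutoff set from DMSO-treated cells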
Dynein cargo inh cytoplasmic EGFP = further read-out of Dynein cargo inh, marked with its call; z-score; measured here: cytoplasmic GR-EGFP intensity; active compounds read high
Dynein cargo inh nuclear GR-EGFP = recorded beside Dynein cargo inh, whose call it bears; z-score; measured here: nuclear GR-EGFP intensity;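 lower value marks the stronger effect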
Dynein cargo inh cell count = second read-out of Dynein cargo inh, no call of its own (marks repeat the call); z-score; measured here: cell count per field
Ins promoter up cell count = recorded beside Ins promoter up, whose call it bears; cell count; measured here: cytotoxicity, nuclei count;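 total cells summed across four imaged fields per well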
b-catenin transl cell count 5 µM = second read-out of b-catenin transl, no call of its own (marks repeat the call); cell count; measured here: cell count, cytotoxicity flag
MT stabilize HCS Hoechst-high % = also measured in MT stabilize HCS; calls as there; % Hoechst-high responders; measured here: nuclear condensation Hoechst responders;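 share of cells brighter than vehicle mean plus two SD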
MT stabilize HCS cytotoxicity % = recorded beside MT stabilize HCS, whose call it bears; toxicity, %; measured here: cytotoxicity by cell density;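 0% = mean cell density of plate MIN control wells and 100% = no cells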
Autophagy mod cell loss 18 h = also measured in Autophagy mod; calls as there; toxicity, %; measured here: cell loss, nuclei count;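 cell loss after 18 h compound exposure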
* = called active by the depositor; i = inactive; · = no result given. Only part of the results is shown; rates above refer to the full screens.

SMILES	P. falciparum M17LAP	MT stabilize HCS	MT stabilize HCS Hoechst-high %	MT stabilize HCS cytotoxicity %	Ins promoter up	Ins promoter up cell count	NOD2 inhibition	Yfh1-depleted yeast	b-catenin transl	b-catenin transl cell count 5 µM	Dynein cargo inh	Dynein cargo inh cytoplasmic EGFP	Dynein cargo inh nuclear GR-EGFP	Dynein cargo inh cell count	NOD1 NF-kB reporter	Autophagy mod	Autophagy mod cell loss 18 h
CCC1SC2=NCCN2C1(O)c1ccc(Cl)cc1 (stereo not given)	-1.0%	2.4	2.6	2.1	-1.19	978	2.7%	i	-0.9	1154	0.0357	-0.197	0.337	-0.278	-12.4%	·	·
CC(C)CCN1CCN(Cc2cc(F)ccc2-n2cccn2)CC1CCO (stereo not given)	-6.0%	5.6	1.9	4.7	-0.14	1528	-13.6%	i	0.1	1475	-0.339	-0.211	-0.399	0.179	-24.3%	i	9.5
Cc1nc2ccc3[nH]snc3c2n1	14.1%	2.8	1.2	2.5	-0.75	1245	21.6%	i	-4.0	1212	1.21	0.264	0.894	-1.12	20.2%	i	-2.1
O=C1N=C(N2CCOCC2)S/C1=C/c1cccs1	24.6%	1.5	1.2	1.2	1.49	1636	-25.4%	i	-2.6	1363	-0.374	-0.0841	0.254	-0.036	-14.8%	i	-32.1
CC(=O)[C@@]1(O)C(C)CC2C3C=C(C)C4=Cc5c(cnn5-c5ccccc5)C[C@]4(C)C3C(O)C[C@@]21C (stereo not given in full)	-7.7%	·	·	·	-4.22	675	-69.8%	i	-5.4	1233	-0.12	-0.0458	0.853	-2.09	-7.6%	·	·
CN(C)CCNc1oc(-c2ccccc2F)nc1C#N	-20.1%	1.5	2.8	6.3	-1.29	1865	12.5%	i	1.0	1122	-0.0338	-0.235	0.263	0.105	-0.8%	·	·
CCCCn1c(N)c(NCCC)c(=O)[nH]c1=O	-8.1%	5.2	1.9	5.2	·	·	15.9%	i	0.7	936	0.201	-0.319	-0.204	-0.111	4.7%	i	5.9
Cc1ccc(C)c(OCc2nc3ccc(S(=O)(=O)Nc4c(C)n(C)n(-c5ccccc5)c4=O)cc3[nH]2)c1	-4.8%	4.5	1.3	7.8	0.06	1173	-27.6%	i	0.9	1019	2.34	-0.332	1.44	-0.296	6.8%	i	19.8
CCOc1cc(C2NC(=O)N(C)C(C)=C2[N+](=O)[O-])ccc1OC(C)=O (stereo not given)	24.5%	2.9	1.1	4.3	1.02	1286	9.8%	i	-2.1	1105	-0.812	-0.251	-0.309	-0.217	-39.8%	i	-2.8
Cc1ccccc1CN1CCCNC1=O	-9.1%	2.6	2.4	6.6	·	·	10.7%	i	-3.5	1154	-1.52	-0.155	-0.662	0.58	-19.9%	i	21.2
CCN(CC)S(=O)(=O)c1cccc(NC(=O)CCNC(=O)c2ccc([N+](=O)[O-])cc2)c1	-1.2%	·	·	·	1.24	807	-52.3%	i	-1.0	1352	-0.093	-0.584	0.159	0.757	-10.3%	·	·
O=C(CCCCl)NC(=S)Nc1cc(C(F)(F)F)ccc1N1CCOCC1	-0.4%	2.9	3.0	7.0	0	1354	-24.6%	i	-5.1	543	-0.506	-0.23	-0.368	0.386	12.2%	i	3.7
CCC1(C)N(O)C(C)(C)C(c2ccc(F)cc2)=[N+]1[O-] (stereo not given)	2.7%	3.2	1.9	5.9	0.51	1289	11.4%	i	-1.4	1154	0.279	0.263	0.265	1.06	-32.0%	i	-0.4
CCOC(=O)C1(Cc2ccc(OC)cc2)CCN(C(=O)c2cccc3nccnc23)CC1	-3.9%	2.8	2.5	3.1	-0.39	1343	-9.7%	i	-0.6	1141	0.969	-0.308	0.675	-0.132	-48.0%	i	8.6
CCOC(=O)c1[nH]cnc1C(=O)Nc1ccc(F)cc1	-0.1%	0.6	1.3	2.3	-0.3	1486	-16.3%	i	0.9	918	-0.446	-0.295	-0.284	0.303	-14.6%	i	-2.0
CC(=O)c1ccc(OCC(O)COc2ccc(C(C)=O)cc2)cc1	11.2%	1.9	2.1	10.0	-0.71	1368	-10.7%	i	-3.8	912	-0.0274	-0.209	0.0998	-0.216	-41.7%	i	8.1
O=C(NNC1CC(=O)N(c2ccccc2)C1=O)c1cccnc1 (stereo not given)	-0.2%	·	·	·	-0.09	1484	6.6%	i	-2.5	1095	-0.264	-0.201	-0.102	-0.0416	-6.4%	·	·
O=C(N/N=C1\CCc2ccccc21)c1ccccc1O	10.2%	3.1	2.8	8.3	0.92	1539	-9.2%	i	-1.3	1064	-1.21	-0.156	-0.821	-0.245	7.5%	i	-6.3
CC(=O)N1CSCC1C(=O)NNS(=O)(=O)c1ccccc1 (stereo not given)	-14.3%	·	·	·	0.08	1391	12.1%	i	-1.0	1380	0.475	-0.123	0.127	-0.984	2.4%	·	·
CCCCNC(=O)Nc1ccc(Br)cn1	-0.3%	4.8	1.3	7.3	-0.32	1293	-13.2%	i	-1.3	816	-0.16	-0.162	0.192	-0.723	-40.8%	i	13.8
N#CC(C#N)=C1C=CC=CN1/C(=C\c1ccccc1)C(=O)c1cccs1	-6.5%	3.6	1.9	12.4	·	·	9.3%	i	-1.3	893	-1.06	0.921	-0.555	-1.18	59.0%	i	2.0
CCOC(=O)NC1(C(F)(F)F)NC(=O)N(c2ccc(F)cc2)C1=O (stereo not given)	-26.1%	3.3	1.1	0.5	0.06	1628	16.0%	i	-4.5	1069	6.14e-05	-0.278	-0.216	-0.231	-11.2%	i	-3.6
Cc1nc(C(=O)NC2CC2)sc1C1(C)CC(c2cccc([N+](=O)[O-])c2)=NO1 (stereo not given)	-9.1%	·	·	·	-0.31	1127	17.5%	i	0.3	1336	-0.859	-0.791	-0.248	0.35	3.7%	·	·
OCCNc1cnc2ccccc2n1	0.9%	3.6	1.8	8.2	-0.18	1302	-13.0%	i	1.2	1105	-0.839	-0.218	-0.426	0.852	-22.4%	i	7.1
O=C(c1cnc2n(c1=O)CCS2)N1CCN(c2ccc(Cl)c(Cl)c2)CC1	-11.6%	6.5	2.3	1.4	0.21	1657	16.8%	i	0.6	1327	-0.584	-0.225	0.0272	0.143	22.6%	i	-3.5
Nc1nc(NCc2ccco2)nc(N2CCCCCC2)c1[N+](=O)[O-]	9.6%	2.4	2.0	6.7	-0.19	1241	22.7%	i	-1.2	533	-0.922	1.01	-0.165	1.18	34.2%	i	13.0
Cc1ccc(CNc2nc(Cl)c(C#N)s2)cc1	-1.2%	3.6	2.7	7.1	0.42	1289	-37.8%	i	-0.9	1092	-0.411	0.0312	0.0624	-0.385	63.4%*	i	-3.2
Cc1ccc(S(=O)(=O)Nc2ccc(C(OC(=O)c3ccccc3[N+](=O)[O-])(C(F)(F)F)C(F)(F)F)cc2)cc1	19.8%	2.3	3.6	9.8	-0.34	1225	-37.9%	i	·	·	-0.792	-0.327	-0.7	0.897	21.4%	i	-7.1
COc1ccc(NCC(O)COc2ccc(C(C)(C)C)cc2)cc1 (stereo not given)	-5.1%	4.2	1.8	12.3	-0.02	1625	8.5%	i	-4.7	1103	0.0464	-0.331	-0.131	-0.0885	-22.0%	i	9.6
O=C(CCS(=O)(=O)c1cccc2nsnc12)N1CCN(C(=O)c2ccco2)CC1	9.8%	2.1	2.6	3.0	0.02	1266	-1.3%	i	-0.8	1060	-0.0678	-0.192	0.377	0.5	·	i	2.5
Cn1c(SCC(=O)NC2CC2)nnc1-c1ccco1	2.0%	1.9	2.9	9.4	-0.44	1569	10.8%	·	-6.7	1079	-1.23	-0.255	-0.254	2	1.2%	i	-12.5
Cc1ccccc1-c1nnn(C/C(N)=N/O)n1	·	2.6	1.2	1.7	-0.17	1502	5.9%	i	-0.4	983	3.09	0.00661	2.72	-1.96	-6.1%	i	-21.7
CCC(=O)n1nc(-c2ccco2)nc1N	13.3%	4.2	2.6	7.0	0.28	1559	6.4%	i	-1.5	574	-0.632	-0.239	-0.449	0.313	-1.8%	i	-0.9
Cc1cccc(NC(=O)Nc2cc(C)on2)c1	10.3%	1.6	1.8	1.9	1.07	1275	-13.5%	·	0.6	1092	-1.27	-0.214	-0.528	-0.653	-32.1%	i	-4.1
CC(=O)N1CCc2cc(S(=O)(=O)NCCC(=O)NC3CCCc4ccccc43)ccc21 (stereo not given)	9.0%	3.1	1.9	5.0	-0.7	880	14.6%	·	1.2	977	1.22	-0.227	0.972	-1.45	2.5%	i	7.5
CCC(C(=O)OCC(=O)Nc1ccc(OC)cc1OC)c1ccccc1 (stereo not given)	-2.4%	5.9	1.7	6.5	0.18	1305	13.7%	i	1.3	1122	2.63	-0.304	1.33	-1.03	-25.6%	i	2.6
COc1ccc2nc3ccccc3nc2c1N	11.8%	·	·	·	-0.11	955	-42.7%	i	-0.1	1338	-0.418	-0.0901	0.128	-0.0864	0.3%	·	·
COC(=O)[C@@H](Cc1c[nH]c2ccccc12)NC(=O)c1cc(=O)[nH]c2ccccc12	-3.5%	·	·	·	1.14	1099	1.2%	i	-0.8	1243	0.665	-0.171	0.414	-0.248	-5.7%	·	·
CCC(=O)Nc1cc(C(=O)OCC(=O)c2ccccc2Cl)ccc1C	3.6%	3.0	2.0	6.4	-0.06	1682	-27.2%	i	-0.2	1304	0.449	-0.204	0.866	-0.386	7.0%	i	11.6
CCOC(=O)Nc1cc(C)c(Cl)cc1OC	5.3%	4.4	2.5	1.5	0.01	1448	9.8%	i	0.7	1349	0.24	-0.272	0.0609	0.244	42.9%	i	1.4
